Screening data: PubChem BioAssay, Johns Hopkins Ion Channel Center
CHT block = inhibits the human high affinity choline transporter; CHT-expressing cells, membrane potential dye, choline response; hits give low values; 0.86% of 310,000 active; AID 488975; B-score at 10 µM;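 active = B-score over 3 SD under the library average, and starting fluorescence ratio not unusually high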;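 also: choline stimulus applied at its EC90 after an EC20 pre-addition; B-score computed on integrated fluorescence ratio after choline addition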
Target sequence (Q9GZV3 whole entry, looked up): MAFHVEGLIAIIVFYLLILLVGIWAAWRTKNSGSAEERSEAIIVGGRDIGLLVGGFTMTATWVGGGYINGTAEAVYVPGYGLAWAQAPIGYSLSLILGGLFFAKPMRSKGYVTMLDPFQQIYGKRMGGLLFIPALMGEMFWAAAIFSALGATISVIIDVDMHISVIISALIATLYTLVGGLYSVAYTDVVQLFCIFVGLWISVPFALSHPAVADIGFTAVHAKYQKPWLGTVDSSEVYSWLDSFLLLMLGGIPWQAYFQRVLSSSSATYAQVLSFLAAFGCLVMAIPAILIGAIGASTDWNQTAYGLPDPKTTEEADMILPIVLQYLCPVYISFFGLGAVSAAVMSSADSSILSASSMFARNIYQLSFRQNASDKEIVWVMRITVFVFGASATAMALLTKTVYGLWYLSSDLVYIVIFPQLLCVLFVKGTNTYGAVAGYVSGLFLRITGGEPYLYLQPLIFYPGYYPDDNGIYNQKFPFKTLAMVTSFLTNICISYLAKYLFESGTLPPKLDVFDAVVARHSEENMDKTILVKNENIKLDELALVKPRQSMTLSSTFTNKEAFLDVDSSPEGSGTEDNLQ
Kir21 inh = inhibitors of mouse Kir2.1 inward-rectifier potassium channel; P35561; HEK293-Kir2.1, FluxOR thallium flux fluorescence; hits give low values; AID 1672; B-score at 10 µM; 0.85% of 310,000 active;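 active = fluorescence ratio B-score at or below minus 3 SD of library scores, with starting-brightness B-score within 2 SD, cut at about -4.2 in these data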;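 also: channel flux triggered by added potassium and thallium sulfate stimulus; B-score of peak minus minimum fluorescence over baseline after thallium stimulus; more negative B-score means stronger Kir2.1 block with less thallium influx; some compounds called inactive have numbers as strong as hits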
Target sequence (P35561 whole entry, looked up): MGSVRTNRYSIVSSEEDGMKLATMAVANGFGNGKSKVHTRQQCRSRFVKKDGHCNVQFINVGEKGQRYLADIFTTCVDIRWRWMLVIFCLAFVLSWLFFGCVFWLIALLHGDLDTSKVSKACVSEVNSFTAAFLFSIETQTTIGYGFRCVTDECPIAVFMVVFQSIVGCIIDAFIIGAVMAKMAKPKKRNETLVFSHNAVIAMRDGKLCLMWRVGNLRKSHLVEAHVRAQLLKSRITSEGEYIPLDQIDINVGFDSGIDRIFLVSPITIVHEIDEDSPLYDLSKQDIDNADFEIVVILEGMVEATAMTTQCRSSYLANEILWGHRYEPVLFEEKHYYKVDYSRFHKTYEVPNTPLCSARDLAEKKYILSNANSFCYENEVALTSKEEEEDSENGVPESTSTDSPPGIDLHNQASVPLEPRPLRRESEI
Starred values were filed as active, the others as inactive; i = inactive; x = not tested or not shown. Not a hit list. About 1.6% of those tested had a hit in this group.

CHT block	Kir21 inh	SMILES
i	-1.4	COC(=O)CNS(=O)(=O)c1ccc(Cc2ccc(S(=O)(=O)NCC(=O)OC)cc2)cc1
i	-0.79	O=C(CCC1CCN(Cc2ccccc2O)CC1)NC1CC1
i	-1.2	Cc1ccc(S(=O)(=O)N(CC(=O)N2CCOCC2)c2ccc(C(C)C)cc2)cc1
i	-0.65	COc1cc(C)nc(NS(=O)(=O)c2ccccc2Cl)n1
i	0.71	N#Cc1cccc(C(c2nnnn2C2CCCC2)N2CCCCCC2)c1 (stereo not given)
i	0.42	CC(C)(C)OC(=O)NCCc1nnc(SCC(=O)c2ccc(Cl)cc2)o1
i	1.2	COc1cccc(-c2csc(N3CCN(C(=S)Nc4ccccc4OC)CC3)n2)c1
i	1.9	Cc1nc(NCC2CCCO2)c2oc3ccccc3c2n1 (stereo not given)
i	-0.06	CCOC(=O)c1ccc(NC(=O)N2CCc3ccccc32)cc1
i	-2.4	C=CCC(NCc1ccccc1)c1ccccc1 (stereo not given)
i	-0.26	O=C(CS(=O)(=O)c1cn(Cc2ccc(Cl)cc2)c2ccccc12)N1CCCC1
i	0.66	COc1ccc(NC(=O)C(NC(C)=O)C(=O)NCc2ccccc2OC)cc1 (stereo not given)
i	1.2	COc1ccccc1CNC(=O)c1cccc2c1C(=O)N(Cc1cccnc1)C2
i	0	O=C(NCC1COc2ccccc2O1)C1CCCN(S(=O)(=O)c2cccc3nsnc23)C1 (stereo not given)
i	0.79	COc1ccc(C(=O)Oc2cc(/C=N/NS(=O)(=O)c3ccc(C)cc3)ccc2OC)cc1
i	1.1	COc1ccc(OC)c(/C=C2\S/C(=N/NC(=O)c3ccc4ccccc4c3)NC2=O)c1
i	1.5	CCCc1cc(C(=O)Nc2ccccc2SC)no1
i	1.6	Cc1[nH]c2ccccc2c1/C=N/NC(=S)NCc1ccccc1
i	-0.47	CCCC[N+](CC#CCO)(CC#Cc1ccccc1)CCCC
i	1.7	Cc1c(CNC(=O)C2CCC(=O)N(CCc3ccccc3)C2)cnn1C (stereo not given)
i	1.2	CC(C)c1ccc(C(C(=O)NC2CCCC2)N(C(=O)c2csnn2)C2CC2)cc1 (stereo not given)
i	2.3	CCOc1ccc(NC(=O)CSc2nnc(CNC(=O)c3ccco3)o2)cc1
i	0.01	O=C1C2C3C=CC(C3)C2C(=O)N1/N=C/c1ccc(-c2ccccc2[N+](=O)[O-])o1 (stereo not given)
i	0.39	CC1(C)CC(=O)c2cnc(N)nc2C1
i	0.18	N=C1C(c2nc3ccccc3s2)=C(O)CN1NC(=O)c1ccccc1[N+](=O)[O-]
i	2.4	Cc1nn(CC(=O)NNC(=O)c2ccccc2F)c([N+](=O)[O-])c1Br
i	-1.3	CN(C)/C=C1\NC(=S)N(c2ccccc2)C1=O
i	2.7	NC(=O)CC(NC(=O)Cc1cccc2ccccc12)c1ccc(NCCN2CCCCC2)c([N+](=O)[O-])c1 (stereo not given)
i	2	C=CCn1c(CCC(=O)O)ccc1-c1ccccc1
i	-1.1	COc1ccc(-c2nc(-n3c(C)c(C(C)=O)c(C(C)=O)c3C)sc2C)cc1OC

An excerpt of these results, with each value named.
NC(=O)CC(NC(=O)Cc1cccc2ccccc12)c1ccc(NCCN2CCCCC2)c([N+](=O)[O-])c1 (stereo not given)
- CHT block = i
- Kir21 inh = 2.7

C=CCn1c(CCC(=O)O)ccc1-c1ccccc1
- CHT block = i
- Kir21 inh = 2

COc1ccc(-c2nc(-n3c(C)c(C(C)=O)c(C(C)=O)c3C)sc2C)cc1OC
- CHT block = i
- Kir21 inh = -1.1

(continued)
CHT block	Kir21 inh	SMILES
i	0.16	Cc1cc(NC(=O)CCC(=O)N(C2CC2)C2(C(=O)NC3CCCC3)CCC(C)CC2)no1 (stereo not given)
i	0	COc1cc(-c2nnc(SCC3(c4ccccc4)OCCO3)o2)cc(OC)c1OC
i	1.3	O=C(CCSc1ccccc1)NCC1CCCO1 (stereo not given)
i	-3.2	COc1ccc(-c2cc(C(=O)NC3CCCCC3)no2)cc1OC
i	-0.45	Cc1cc(=O)oc2cc(OCC(=O)Nc3ccc(CN4CCOCC4)cc3)ccc12
i	-1.4	COc1cc(CNCCNCC(C)O)ccc1OCc1ccc(Cl)nc1 (stereo not given)
i	-1.2	CC(C)N1CCN(Cc2coc3ccccc3c2=O)CC1CCO (stereo not given)
i	-2	FC(F)(F)c1cccc(-c2cc(C3CCNCC3)[nH]n2)c1
i	-0.4	Cc1ccc(N(CC(=O)Nc2ccccc2C(=O)N2CCOCC2)S(C)(=O)=O)cc1
i	2.3	CCCCc1c(C)nc2c(OC)cccc2c1SCCC(=O)O
i	1.5	COc1ccc(C(=O)NNC(=O)CN(C)S(=O)(=O)c2ccc(Cl)cc2)c(OC)c1OC
i	1	CCCc1ccc2oc(C(=O)NCCc3cnn(C)c3)c(C)c2c1
i	2	Cn1c2ccccc2c2cc(/C=C(\NC(=O)c3ccccc3)C(=O)O)ccc21
i	1.8	CCCCCCNC(=O)Nc1ccccc1
i	0.35	CCOC(=O)CNS(=O)(=O)c1ccc(S(=O)(=O)N2CCCC2)cc1
i	0.45	O=C(c1cc([N+](=O)[O-])ccc1N1CCCCC1)N1CCc2ccccc21
i	-0.49	Cc1cccc(C)c1-n1c(C)cc(/C=C2\NC(=O)NC2=O)c1C
i	3.3	CCN(C(=O)COC(=O)c1c(C)nn(-c2ccccc2)c1C)C1CCS(=O)(=O)C1 (stereo not given)
i	-0.07	COc1cc2ccc(=O)oc2c(O[C@@H]2O[C@H](CO)[C@@H](O)[C@H](O)[C@H]2O)c1O
i	0.93	Cc1nnc(Nc2ccc(Cl)c(C(F)(F)F)c2)[nH]c1=O
i	1.2	O=c1ccccn1Cc1c(Cl)cccc1Cl
i	1.4	CCCC1=NN2C(=N)/C(=C\c3cc(C)n(Cc4ccccc4)c3C)C(=O)N=C2S1
i	-0.25	COCCN(C(=O)Cc1ccc(OC)c(OC)c1)c1nc(-c2cc(OC)ccc2OC)cs1
i	0.57	N#Cc1cnc(Sc2ccccc2)nc1
i	-3.3	CC1COc2ccccc2N1C(=O)c1ccccc1Cl (stereo not given)
i	0.89	O=S(=O)(c1ccc(Br)s1)N1CCC(Cc2ccccc2)CC1
i	-0.01	CC(C)OC(=O)CCC(=O)Nc1ccc(F)cc1
i	1.7	CC1(C)CC(=O)c2c(nn(-c3ccccc3)c2N)C1
i	0.86	Cc1cccc(NC(=O)Nc2ccc3c(c2)N(C)C(=O)CS3)n1
i	-1.1	CCOC(=O)c1ccccc1NC(=O)C1=COCCO1
i	1.7	Cc1cccc(NS(=O)(=O)c2cccc3cccnc23)n1
i	1.2	O=C(Nc1ccc2c(c1)OCO2)Oc1ccccc1
i	0.35	Cc1cccc(C)c1NC(=S)N(CCN(C)C)Cc1cccs1
i	0.24	CC(=O)c1ccc(S(=O)(=O)N2CCC3(CC2)CC(=O)c2ccccc2O3)cc1
i	-0.85	COC(=O)C1C2CCC(C2)C1C(=O)OCC(=O)c1ccc(C)cc1 (stereo not given)
i	1.6	O=C(NCCc1cccnc1)C1CCC(=O)N(Cc2cccc(C(F)(F)F)c2)C1 (stereo not given)
i	-2	N#Cc1nc(COc2ccc(Br)cc2)oc1NCCCn1ccnc1
i	-0.3	COc1ccc(CN2CCN(C(=O)c3ccc(F)cc3)CC2)c(OC)c1
i	1.2	O=C(CCc1nnc(Cc2ccc3c(c2)OCO3)o1)NC(c1ccccn1)C(F)(F)F (stereo not given)
i	-0.08	C=CCn1c(SCC(=O)/C(C#N)=C(\C)N)nnc1C1CCCCC1
i	-1.1	Cc1cccc(NC(=O)CCn2ccnc2C)c1
i	0.19	COc1cccc(CN(C)CC(=O)NCc2ccc(C)cc2)c1
x	0.11	CCCCCCc1nc2ccccc2c(=O)n1NC(=O)c1c(O)c2cccc3c2n(c1=O)CCC3
i	-4.1	O=C1CCC(c2ccccc2)(c2ccccc2)CC1
i	0.94	Cc1c(NC(=O)C(C)OC(=O)/C=C/c2ccc3c(c2)OCO3)c(=O)n(-c2ccccc2)n1C (stereo not given)

Among those listed so far, two contain a thiophene ring, fused or not.
CHT block	Kir21 inh	SMILES
i	0.89	O=S(=O)(c1ccc(Br)s1)N1CCC(Cc2ccccc2)CC1
i	0.35	Cc1cccc(C)c1NC(=S)N(CCN(C)C)Cc1cccs1

Next results:
CHT block	Kir21 inh	SMILES
i	0.09	CCc1ccc(NC(=O)C(=O)NCCOc2ccccc2Cl)cc1
i	-0.22	COc1cccc(Nc2nnc(SCC(=O)Nc3sccc3C(N)=O)s2)c1
i	-0.57	Cc1ccnc(NS(=O)(=O)c2ccc(NC(=O)C3C4C=CC(C4)C3C(=O)O)cc2)n1 (stereo not given)
i	1.4	CC(OC(=O)c1ccc(NS(=O)(=O)c2ccc3[nH]c(=O)[nH]c3c2)cc1)C(=O)Nc1ccc(Cl)cc1 (stereo not given)
i	-0.89	Cn1cc(C(=O)C(=O)NC2CCCCC2)c2ccccc21
i	-0.19	CCn1c(=NC(=O)CS(=O)(=O)c2ccc(F)cc2)sc2cccc(OC)c21
i	0.03	CCc1cc(C(=O)N2CCCC(C(=O)c3ccc(Oc4ccccc4)cc3)C2)n(C)n1 (stereo not given)
i	0.74	Cc1ccc(NC(=O)C2CCC(CNC(=O)[C@@H]3Cc4ccccc4CN3)CC2)c(C)c1 (stereo not given in full)
-6*	-0.93	O=C(c1ccc(O)cc1)c1ccc(Cl)cc1
i	-0.54	CCC/C(=N\NC(=O)CCC(=O)NCc1ccccc1)c1ccccc1
i	0.23	O=C(NNC(=O)c1cccs1)Nc1cccc(Cl)c1
i	0.94	Cc1[nH]c(=O)[nH]c(=O)c1S(=O)(=O)N1CCCC(C(=O)NCCc2ccc(Cl)cc2)C1 (stereo not given)
i	0.97	CN/C(=C/[N+](=O)[O-])NCCSCc1ccc(CN(C)C)o1
i	-1.4	O=C(CSc1nnc(CNc2ccc(F)cc2)n1Cc1ccccc1)NCc1ccco1
i	-0.16	O=C(CCCN1C(=O)/C(=C\c2cccs2)SC1=S)Nc1ccc(O)cc1
i	x	Cc1ccc2c(c1)OC(=O)CC2c1ccccc1 (stereo not given)
-6.4*	-1.9	CCCCCCn1c(N(CC)CC)nc2c1c(=O)[nH]c(=O)n2C
i	1.3	O=C(Cn1cncn1)c1ccccc1
i	-0.05	CCCCC[C@H](O)/C=C/[C@@H]1[C@@H](C/C=C\CCCC(=O)OC)[C@@H](O)C[C@H]1O
i	-0.69	N#Cc1cccc(CN2CCCN(Cc3ccc(F)cc3)S2(=O)=O)c1
i	-0.67	CCSCCOC(=O)C1=C(C)NC(=O)NC1c1cccc(OC)c1OC (stereo not given)
i	0.19	CCOc1ccc(NC(=O)CN(C)CC(=O)Nc2ccc(Br)cc2F)cc1OCC
i	0.86	COc1ccc(S(=O)(=O)NCC(=O)N(CC(=O)NCC2CCCO2)c2c(C)cccc2C)cc1 (stereo not given)
i	-0.4	COC(=O)c1cc(CNC(=O)c2cccc(Cl)c2)ccc1OC
i	2.4	COc1ccccc1CNC(=O)C1CCN(S(=O)(=O)c2cccc3nonc23)CC1
i	-0.96	O=S(=O)(NCC1(N2CCOCC2)CCCCC1)c1ccc(F)c(F)c1F
i	-0.31	Cc1ccc(CCNC(=O)C2CCN(S(=O)(=O)c3cccc4cccnc34)CC2)cc1
i	x	O=C1CC(NCc2ccc3c(c2)OCO3)C(=O)N1Cc1ccc2c(c1)OCO2 (stereo not given)
i	2.8	COC(=O)c1ccc(NC(=O)C2CCCCC2C(=O)O)cc1 (stereo not given)
i	0.36	COc1ccc(OC)c(NC(=O)C(=O)c2cn(CC(=O)N3CCCC3)c3ccccc23)c1
i	0.07	CCOc1ccc(N2C(=O)CC(N3CCN(c4ccc([N+](=O)[O-])cc4)CC3)C2=O)cc1 (stereo not given)
i	x	c1ccc(NC2=NCCN2CC2CCC2)cc1
i	0.39	COc1cc(NC(=S)NCC2CCCO2)c(OC)cc1Cl (stereo not given)
i	-1.9	CCN1CCN(C(=O)c2ccc(C(F)(F)F)cc2)CC1
i	0.88	COC(CNS(=O)(=O)c1cc2c3c(c1)CCN3C(=O)CC2)OC
i	1.1	COc1cccc2c(=O)c3cccc(N)c3[nH]c12
i	-0.27	Cc1cccc(N(C(=O)c2nsc(Cl)c2Cl)C(C(=O)NC2CCCC2)c2ccc(O)cc2)c1 (stereo not given)
i	-0.67	COc1ccc(OC)c(NC(=O)CSc2nnc(-c3ccco3)o2)c1
i	-0.01	O=C(COC(=O)Cc1ccsc1)NCC1CCCCC1
i	-1.2	Cc1cc(SCC(=O)NC2CCCC2)nc2ccccc12
i	-1.8	Cc1nc2ccc(NS(=O)(=O)c3ccc4c(c3)OCCO4)cc2s1
i	1.1	Cc1ccc(NC(=O)CSc2nnc(C)n2-c2ccccc2)cc1
i	-4.3	COC(=O)c1cc(NC(=O)c2cccc(Cl)c2)c(=O)oc1/C=C/Nc1cc(C)cc(C)c1
i	0.07	Cc1cc(C)cc(N(C(C)C(=O)N2CCCC2)S(C)(=O)=O)c1 (stereo not given)
i	0.17	COc1ccc(C(=S)N2CCN(S(=O)(=O)c3ccccc3)CC2)cc1
i	0.28	Cc1cc(C)nc(SCC(=O)c2ccc(Cl)cc2)n1
i	-4	COc1cc(/C=C2/CC/C(=C/c3ccc(O)c(OC)c3)C2=O)ccc1O

For reference, 5 of the compounds above:
CHT block	Kir21 inh	SMILES
i	-1.9	CCN1CCN(C(=O)c2ccc(C(F)(F)F)cc2)CC1
i	0.88	COC(CNS(=O)(=O)c1cc2c3c(c1)CCN3C(=O)CC2)OC
i	1.1	COc1cccc2c(=O)c3cccc(N)c3[nH]c12
i	-0.27	Cc1cccc(N(C(=O)c2nsc(Cl)c2Cl)C(C(=O)NC2CCCC2)c2ccc(O)cc2)c1 (stereo not given)
i	-0.67	COc1ccc(OC)c(NC(=O)CSc2nnc(-c3ccco3)o2)c1
